H37Rv inhibition = M. tuberculosis growth inhibition, HTS (AID 449762); M. tuberculosis H37Rv growth inhibition, 7H9 media; higher % means a stronger effect; inhibition, % at 25 µM, or IC50 in µM where a hit was titrated; actives 0.59% (n = 330,000); in the data active = a potency from the dose series; inconclusive = inhibition above about 70% without an active follow-up result;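 also: bacterial growth assessed after seven days of incubation; strong numbers were not always called active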
VEEV TC-83 Vero = inhibitors of VEEV TC-83 cytopathic effect, confirmation, Vero cells (AID 588727); Vero cells, VEEV TC-83 cytopathic effect inhibition; higher % means a stronger effect; inhibition, % at 20 µM, or IC50 in µM where a hit was titrated; actives 0.13% (n = 350,000); in the data active = a potency from the dose series; inconclusive = inhibition mostly from about 14% at the one dose, without a potency; inactive = the rest, 99 in 100 with inhibition below about 12%; also: strong numbers were not always called active
tuberculosis growth = growth inhibition of non-replicating M. tuberculosis (AID 488890); Mycobacterium tuberculosis non-replicating, growth inhibition; higher % means a stronger effect; one-dose inhibition, % at 25 µM; IC50 in µM for titrated hits; actives 0.39% (n = 320,000); in the data active = a potency from the dose series; inconclusive = inhibition mostly from about 82% at the one dose, without a potency; inactive = the rest, 99 in 100 with inhibition below about 76%;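 also: plate controls were DMSO cells for no effect and high antibiotic wells for full effect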
Salmonella PhoP GFP = PhoP regulon inhibitors, Salmonella typhi PhoP promoter GFP reporter, confirmatory (AID 1850); actives 0.33% (n = 310,000); Salmonella Typhi PhoP-promoter GFP reporter, fluorescence, 4 h; higher % means a stronger effect; inhibition, % at 50 µM; hits with a dose series show IC50 in µM; in the data active = a potency from the dose series; inconclusive = inhibition mostly from about 25% at the one dose, without a potency; inactive = the rest, 99 in 100 with inhibition below about 19%;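 also: 0% = induced wells with vehicle and 100% = uninduced wells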
influenza NS1A = H1N1 influenza NS1A inhibitors, functional cell based assay (AID 504329) | actives 0.3% (n = 340,000) | inhibition, % at 12.5 µM, or IC50 in µM where a hit was titrated | NS1A functional cell-based assay, percent inhibition; higher % means a stronger effect; in the data active = a potency from the dose series; inconclusive = inhibition above about 27% without an active follow-up result; also: strong numbers were not always called active
VEEV TC-83 Vero 10K pilot screen = also measured in VEEV TC-83 Vero; calls as there; inhibition, %; measured here: 10K pilot screen inhibition
* = called active by the depositor; i = inactive; ? = inconclusive; / = no result given.

Preview, 19 compounds:
SMILES	H37Rv inhibition	VEEV TC-83 Vero	tuberculosis growth	Salmonella PhoP GFP	influenza NS1A	others
Cc1ccc(C(=O)OCC(=O)Nc2ccc3c(c2)OCCO3)cc1C	/	1.2%	/	/	-2%
O=C(CN1CCN(S(=O)(=O)c2ccc(F)cc2)CC1)Nc1ccnn1C1CCCC1	/	i	/	/	-6%
Cc1cccc(OCC(O)CN2C(C)(C)CC(O)CC2(C)C)c1 (centres undefined)	-6%	0.8%	-6%	3%	2%
CCOC(=O)c1ccc2c(c1)nc(SCC(=O)N1CCCCC1)n2CC	-3%	i	17%	-11%	2%
Clc1cccc(OCc2nc(-c3ccncc3)no2)c1	6%	i	-4%	-8%	-7%	VEEV TC-83 Vero 10K pilot screen=0.8
CCCCOC(=O)c1ccc(NC(=O)C(=O)NCc2ccncc2)cc1	?	i	77%	-3%	-2%	VEEV TC-83 Vero 10K pilot screen=3.8
O=C(NNC1CC(=O)N(c2ccc(Cl)cc2)C1=O)c1ccccc1Cl (centres undefined)	-6%	0.6%	12%	7%	2%
N#Cc1cccc(CN2CCC(=O)N([C@H](CO)c3ccccc3)CC2)c1	0%	0.8%	1%	0%	-35%
Cc1cccc(CCNS(=O)(=O)c2ccc3c(c2)CCN3C(=O)CCC(=O)O)c1	0%	i	2%	-8%	6%
COc1cc(/C=N/Nc2nc3ccccc3s2)cc([N+](=O)[O-])c1O	10%	0.9%	/	2%	6%
O=C(c1cc(-c2ccccc2Cl)nc2ccccc12)N1CCN(c2ccccn2)CC1	3%	7.3%	7%	/	-9%
C=CCNC(=O)Nc1ccc(OCC)cc1	-2%	1.1%	0%	-5%	-2%
COC(=O)c1cc(Cn2nc(C(=O)O)c3ccccc3c2=O)oc1C	0%	0.8%	-16%	-3%	1%
Cc1onc(C(=O)N2CCN(c3ccccc3F)CC2)c1-c1ccccc1Cl	-3%	3.6%	-10%	1%	4%
Cc1ccc2c(c1)N=C(c1ccc(F)cc1)CO2	3%	2.5%	/	1%	0%
Cc1ccc(NC(=O)Nc2cccc(C)n2)cc1	6%	i	12%	0%	0%
COc1ccccc1Oc1ccc2c(c1)C(=O)N(CC(=O)O)C2=O	8%	1.4%	-3%	-10%	-4%
Cc1ccc(C(=O)COC(=O)CCN2C(=O)C3C4CC(C(Br)C4Br)C3C2=O)cc1 (centres undefined)	-3%	0.8%	11%	-2%	-4%
O=C(CSc1nccc(-c2cccs2)n1)Nc1ccc(F)c(Cl)c1	-7%	4.1%	23%	7%	0%

The listing, from the first entry:
SMILES	H37Rv inhibition	VEEV TC-83 Vero	tuberculosis growth	Salmonella PhoP GFP	influenza NS1A	others
Cc1ccc(C(=O)OCC(=O)Nc2ccc3c(c2)OCCO3)cc1C	/	1.2%	/	/	-2%
O=C(CN1CCN(S(=O)(=O)c2ccc(F)cc2)CC1)Nc1ccnn1C1CCCC1	/	i	/	/	-6%
Cc1cccc(OCC(O)CN2C(C)(C)CC(O)CC2(C)C)c1 (centres undefined)	-6%	0.8%	-6%	3%	2%
CCOC(=O)c1ccc2c(c1)nc(SCC(=O)N1CCCCC1)n2CC	-3%	i	17%	-11%	2%
Clc1cccc(OCc2nc(-c3ccncc3)no2)c1	6%	i	-4%	-8%	-7%	VEEV TC-83 Vero 10K pilot screen=0.8
CCCCOC(=O)c1ccc(NC(=O)C(=O)NCc2ccncc2)cc1	?	i	77%	-3%	-2%	VEEV TC-83 Vero 10K pilot screen=3.8
O=C(NNC1CC(=O)N(c2ccc(Cl)cc2)C1=O)c1ccccc1Cl (centres undefined)	-6%	0.6%	12%	7%	2%
N#Cc1cccc(CN2CCC(=O)N([C@H](CO)c3ccccc3)CC2)c1	0%	0.8%	1%	0%	-35%
Cc1cccc(CCNS(=O)(=O)c2ccc3c(c2)CCN3C(=O)CCC(=O)O)c1	0%	i	2%	-8%	6%
COc1cc(/C=N/Nc2nc3ccccc3s2)cc([N+](=O)[O-])c1O	10%	0.9%	/	2%	6%
O=C(c1cc(-c2ccccc2Cl)nc2ccccc12)N1CCN(c2ccccn2)CC1	3%	7.3%	7%	/	-9%
C=CCNC(=O)Nc1ccc(OCC)cc1	-2%	1.1%	0%	-5%	-2%
COC(=O)c1cc(Cn2nc(C(=O)O)c3ccccc3c2=O)oc1C	0%	0.8%	-16%	-3%	1%
Cc1onc(C(=O)N2CCN(c3ccccc3F)CC2)c1-c1ccccc1Cl	-3%	3.6%	-10%	1%	4%
Cc1ccc2c(c1)N=C(c1ccc(F)cc1)CO2	3%	2.5%	/	1%	0%
Cc1ccc(NC(=O)Nc2cccc(C)n2)cc1	6%	i	12%	0%	0%
COc1ccccc1Oc1ccc2c(c1)C(=O)N(CC(=O)O)C2=O	8%	1.4%	-3%	-10%	-4%
Cc1ccc(C(=O)COC(=O)CCN2C(=O)C3C4CC(C(Br)C4Br)C3C2=O)cc1 (centres undefined)	-3%	0.8%	11%	-2%	-4%
O=C(CSc1nccc(-c2cccs2)n1)Nc1ccc(F)c(Cl)c1	-7%	4.1%	23%	7%	0%
O=C(CSc1n[nH]c(=O)[nH]c1=O)Nc1ccc(C(=O)O)cc1	-2%	1.3%	0%	-15%	-9%
CC1Cc2cc(/C(O)=C3/C(=O)C(=O)N(CCN4CCOCC4)C3c3cccc(O)c3)ccc2O1 (centres undefined)	-9%	i	13%	-7%	-1%
COc1ccc(/C(O)=C2\C(=O)C(=O)N(Cc3ccco3)C2c2cc(OC)ccc2OC)cc1 (centres undefined)	3%	0.1%	24%	1%	-3%
COc1ccc(N2C(=O)c3ccccc3C2=O)cc1	37%	i	11%	14%	2%
NC(=O)CC(NC(=O)Cc1cccc2ccccc12)c1ccc(NCC2CC2)c([N+](=O)[O-])c1 (centres undefined)	-1%	i	-3%	5%	-15%
Fc1ccc(Nc2c3c(nc4ccccc24)CCC3)cc1	8%	0.1%	21%	35µM*	-6%
More entries follow:
SMILES	H37Rv inhibition	VEEV TC-83 Vero	tuberculosis growth	Salmonella PhoP GFP	influenza NS1A	others
O=C(C1=C[C@@H](c2coc3ccccc3c2=O)C[C@@H](OCc2ccc(CO)cc2)O1)N1CCCCCCC1	-6%	2.5%	37%	-4%	4%
Cc1cc(-c2ccc(C)c(S(=O)(=O)NCCCN(Cc3ccccc3)C(C)C)c2)on1	-9%	i	13%	1%	17%
O=C(/C=C/c1ccc2c(c1)OCO2)Nc1ccc(Cl)cn1	2%	i	1%	6%	11%
CCC(C)C(=O)N1CCc2cc(-c3csc(N)n3)ccc21 (centres undefined)	?	1.7%	46%	6%	-3%
Cn1cc(CCNC(=O)C2CCC(=O)N(CCc3ccc(Cl)cc3)C2)cn1 (centres undefined)	0%	0.6%	-15%	-4%	-6%
O=C(CN1C(=O)c2ccccc2C1=O)Nc1nnc(C2CCCO2)s1 (centres undefined)	0%	1.6%	-8%	-6%	-11%
O=C(Cc1cccc([N+](=O)[O-])c1)Nc1ccc(C(=O)N2CCCCC2)cc1	12%	i	22%	/	4%
CN1CCN(c2nnc(-c3ccc(Cl)cc3)c3ccccc23)CC1	-2%	i	10%	-1%	-19%
O=C(CN1CCCCCC1)Nc1cc(C(F)(F)F)ccc1Cl	4%	i	2%	-13%	1%
CCCn1nc([N+](=O)[O-])c(C(C#N)c2nc3ccccc3s2)c(Cl)c1=O (centres undefined)	11%	i	?	1%	25µM*
COc1cc(S(=O)(=O)n2cnc(C)c2)ccc1Br	1%	0.7%	1%	5%	-2%
CNC(=O)c1ccc(Nc2nc(-c3ccccc3)nc3ccccc23)cc1	9%	12%	30%	-7%	8%

Rows were taken by chance; any-hit rate near 1.5%.
